Screening results from PubChem BioAssay.
Candida biofilm = clotrimazole potentiators killing Candida biofilms, primary screen, with clotrimazole, Alamar Blue; C. albicans biofilm + clotrimazole; inhibition, % at 6 µM; 85,000 tested, 0.14% active; AID 834, 2007;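 active = inhibition above 20%; inactive = inhibition below 20%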;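 also: preformed 24 hr biofilms exposed to compound for 48 hr; 0% = biofilm without compound and 100% = blank killed by clotrimazole plus chlorhexidine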
HUVEC tox IL1B = cytotoxicity in IL-1B stimulated HUVEC, primary screen, cytotoxicity control for IL-1B NFkB translocation project, imaging, Hoechst nuclear count, IL-1B stimulus | HUVEC cell count loss | cell count reduction, % at 2 µM | 94,000 tested, 0.41% active;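 active = cell count reduction more than 3 SD above the screen-wide mean, cut at about 70% in these data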;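 also: normalized per plate to untreated control cells as the no-loss baseline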
MT1-MMP txn act = MT1-MMP promoter reporter activation – cell-based, luciferase luminescence, primary screen. HT1080 MT1-MMP promoter luciferase reporter, overnight; stronger effect = higher value. activation factor at 10 µM. 86,000 tested, 0.16% active. AID 750, 2007;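 active = activation factor of at least 2 for MT1-MMP transcription at 10 µM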
VCAM1 TNFa inh = inhibitors of TNFa-induced VCAM1 expression, primary screen, imaging, HUVEC, TNFa stimulus, immunofluorescence | HUVEC TNFa-induced VCAM-1 immunofluorescence, high-content imaging | inhibition, % at 2 µM | 95,000 tested, 0.48% active;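 active = inhibition above the batch mean plus 3 SD, with images confirmed as a hit by eye, cut at about 37% in these data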;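 also: 0% = TNF-stimulated DMSO wells and 100% = unstimulated control wells; not every result past the cut was called active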
hDAT+cocaine = changed hDAT dopamine uptake under cocaine IC80, either direction, primary screen, cocaine antagonist project, cell-based, LLC-PK1 hDAT, [14C]-dopamine uptake, MLSMR; LLC-PK1 hDAT cells, [14C]-dopamine uptake with cocaine IC80; actives deviate in either direction; B-score at 10 µM; 110,000 tested, 1.3% active; Sodium-dependent dopamine transporter (Homo sapiens), Q01959;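 active = Z score or B-score, a plate-position-corrected score, falls beyond the plate's 99.7% confidence bounds, in either direction; inactive = both scores lie inside the 99.7% bounds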;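 also: scored against the spread of the other compound wells on the same plate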
Target sequence (Q01959 whole entry, looked up): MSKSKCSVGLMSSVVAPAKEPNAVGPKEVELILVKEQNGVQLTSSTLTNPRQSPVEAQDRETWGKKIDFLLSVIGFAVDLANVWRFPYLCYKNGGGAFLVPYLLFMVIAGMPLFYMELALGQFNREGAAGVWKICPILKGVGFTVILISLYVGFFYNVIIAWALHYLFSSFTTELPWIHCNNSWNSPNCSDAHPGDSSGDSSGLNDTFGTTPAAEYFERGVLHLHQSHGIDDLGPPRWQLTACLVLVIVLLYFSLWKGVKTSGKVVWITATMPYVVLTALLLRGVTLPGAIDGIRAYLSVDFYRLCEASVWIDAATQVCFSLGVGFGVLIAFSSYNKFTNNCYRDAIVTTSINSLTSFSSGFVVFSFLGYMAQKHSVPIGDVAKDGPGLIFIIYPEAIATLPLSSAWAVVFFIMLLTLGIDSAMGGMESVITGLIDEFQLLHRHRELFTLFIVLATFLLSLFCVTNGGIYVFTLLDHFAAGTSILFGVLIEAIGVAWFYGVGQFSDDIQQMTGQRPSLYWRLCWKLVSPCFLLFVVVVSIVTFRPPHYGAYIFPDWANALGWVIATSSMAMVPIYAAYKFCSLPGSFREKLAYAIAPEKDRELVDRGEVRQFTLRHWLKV
cytoskel mod = modifiers of F-actin cytoskeleton organization, primary screen, imaging, HUVEC, phalloidin staining, high-content imaging. AID 836, 2007. 91,000 tested, 0.18% active. inhibition, % at 2 µM. HUVEC TNFa F-actin phalloidin imaging;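 active = inhibition above the batch mean plus 3 SD and confirmed as a hit by visual image inspection, cut at about 30% in these data, passing the limit was not always enough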; also: strong numbers were not always called active
TNFa cytotox = cytotoxicity in TNFa-stimulated HUVEC, primary screen, cytotoxicity control for VCAM1 expression modulator project, imaging, Hoechst nuclei count; HUVEC TNFalpha-stimulated, Hoechst cell count; cell count reduction, % at 2 µM; 93,000 tested, 0.17% active;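 active = cell count reduction exceeding the screen mean by over 5 SD, scaled to untreated wells per plate, cut at about 78% in these data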;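 also: cells counted after 24 h of TNF alpha exposure following the 1 h pretreatment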
Smad3 FoxH1 inh = Smad3/FoxH1 peptide binding inhibitors, primary screen, biochemical, TR-FRET. Mothers against decapentaplegic homolog 3 (Homo sapiens), P84022. TR-FRET Smad3/Dy647-FoxH1 peptide binding, europium anti-His. inhibition, % at 25 µM. 88,000 tested, 0.29% active. AID 630, 2007;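 active = compounds that reduce the energy-transfer binding signal between the protein and its labelled peptide by more than half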;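 also: 0% = Smad3 plus labelled peptide maximal FRET and 100% = peptide-only background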
Target sequence (P84022 whole entry, looked up): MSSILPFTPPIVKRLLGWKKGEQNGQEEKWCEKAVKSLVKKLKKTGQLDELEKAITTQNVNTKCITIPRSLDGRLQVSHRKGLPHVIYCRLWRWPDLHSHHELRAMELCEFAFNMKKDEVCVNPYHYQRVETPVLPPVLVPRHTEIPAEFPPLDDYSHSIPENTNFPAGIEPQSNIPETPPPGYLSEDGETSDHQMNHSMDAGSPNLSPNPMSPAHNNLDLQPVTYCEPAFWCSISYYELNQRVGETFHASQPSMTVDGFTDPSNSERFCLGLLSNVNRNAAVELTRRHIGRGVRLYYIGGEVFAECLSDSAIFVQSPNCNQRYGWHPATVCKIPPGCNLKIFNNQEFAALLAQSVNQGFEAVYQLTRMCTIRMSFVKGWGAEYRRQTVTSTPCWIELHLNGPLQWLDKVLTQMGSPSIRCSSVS
PTPN22 inh 2 = PTPN22 phosphatase inhibitors, primary screen, biochemical, DiFMUP fluorescence, 2 µM | Tyrosine-protein phosphatase non-receptor type 22 (Homo sapiens), Q9Y2R2 | recombinant LYP catalytic domain | inhibition, % at 2 µM | 96,000 tested, 0.21% active;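 active = inhibition at 2 µM at or above a set limit, the screen mean plus 3 SD, cut at about 24% in these data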;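 also: 0% = DMSO with enzyme and 100% = enzyme fully blocked by orthovanadate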
An asterisk follows results filed as active; . = not tested or not shown; [ ] = remark or other dose. Not all compounds are listed. The share of hits here may be higher or lower than overall.

SMILES	Candida biofilm	HUVEC tox IL1B	MT1-MMP txn act	VCAM1 TNFa inh	hDAT+cocaine	cytoskel mod	TNFa cytotox	Smad3 FoxH1 inh	PTPN22 inh 2
Cc1cc(C)c2nc(-c3ccccn3)cc(C(=O)Nc3cc(C)on3)c2c1	6	-25	1.2	-24	0.53	2	-5	12[fluorescence artefact?]	-3
CC(C)NC(=O)c1sc2nc3c(c(-c4cccs4)c2c1N)CN(C)CC3	.	-5	.	9	-2	-8	4	.	7
O=C(CSc1nc(-c2ccco2)cc(C(F)(F)F)n1)N1CCCc2ccccc21	5	3	1.3	-16	6.4e-05	2	8	10	10
CCOC(=O)N1CC=C2C(C#N)=C(N)C(C#N)(C#N)[C@H](c3cccs3)[C@H]2C1	6	5	1	-3	0.43	5	-8	-5	4
CCc1nnc(NC(=O)CSc2nc3cccnc3n2C2CCCCC2)s1	-6	-27	1.6	-17	0.87	-6	-26	7	1
COc1cccc(OC)c1OCCNC(C)(C)C	.	-52	.	1	0.16	-32	5	.	-1
COCCNC(=O)c1cc(Br)ccc1Cl	1	13	1	-8	-0.059	8	-3	7	4
CCCOC(=O)CSC1=C(C#N)C(c2ccccc2Cl)CC(=O)N1 (stereo unspecified)	0	-3	1.1	17	.	7	-20	9[fluorescence artefact?]	5
COC(=O)c1ccc(NC(=O)CCc2c(C)nc3ncnn3c2C)cc1	6	-50	1.1	9	-0.11	9	-22	-7	-10
COc1cc(NC(=O)CSc2nnnn2Cc2ccc3c(c2)OCO3)cc(OC)c1	.	-10	.	10	-1	14	-12	.	5
c1nc(NC2CCCCC2)c2[nH]cnc2n1	5	.	1.3	.	0.41	.	.	-14	.
CC1(C)Oc2nc3ccccc3n2/C1=C\C#N	4	5	1.1	-15	-1	-9	-1	2[fluorescence artefact?]	-12
Cc1ccc(S(=O)(=O)N2CCCSCC2)cc1	9	11	1.2	-19	-0.43	4	-41	1	2
COC(=O)C1=C(C)NC(=O)/C1=C\c1cc(C)n(-c2cccc(C)c2)c1C	2	-7	1	1	2.5	-5	-12	-6	11
O=C(NCc1cccs1)c1cc2c(s1)CS(=O)(=O)C2	10	-13	1.1	.	1.8	.	.	2	11
CCOC(=O)CNC(=O)C(NC(=O)C1CCC(C)CC1)C(C)CC (stereo unspecified)	4	.	1.2	.	0.082	.	.	10	.
O=C(O)C1Nc2c(C(=O)N3CCOCC3)cccc2C2C=CCC12 (stereo unspecified)	5	-24	1.3	-6	0.83	-9	-23	30	8
CN(Cc1ccccc1)C(=O)Cn1c(=O)oc2cc(S(=O)(=O)N3CCCC3)ccc21	11	14	.	13	-0.39	1	-15	-3	5
Cc1cc(NC(=O)CN2C(=O)NC(Cc3ccccc3)C2=O)no1 (stereo unspecified)	4	0	1.3	2	0.027	-5	-8	1	0
CCOC(=O)C1C(=O)OC2(CCCCC2)C1C(=O)OCC (stereo unspecified)	5	9	1.2	22	-0.082	.	-4	0	3
CCOC(=O)C1=C(C)Nc2nc(SCC)[nH]c(=O)c2C1c1ccncc1 (stereo unspecified)	.	2	1	-12	1.4	18	-66	.	-5
COc1ccc2c(c1)c(C(=O)OCCN(C)C)c(C)n2C	6	-9	1	-13	0.73	-7	-2	13	-9
Cn1c(=O)c2c(-c3ccccc3)n(CCCN3CCOCC3)cc2n(C)c1=O	8	-13	1	2	-1.3	-5	2	14	7
COc1ccc(NC(=O)NCc2ccccn2)cc1OC	7	-36	1.1	14	0.042	-7	-4	3	-2
COC(=O)c1c(S(N)(=O)=O)c2ccccc2n1C	11	9	1.1	9	-0.82	-13	-28	-5[fluorescence artefact?]	1

Carrying on:
SMILES	Candida biofilm	HUVEC tox IL1B	MT1-MMP txn act	VCAM1 TNFa inh	hDAT+cocaine	cytoskel mod	TNFa cytotox	Smad3 FoxH1 inh	PTPN22 inh 2
Cc1cc(NCCCn2ccnc2)n2nc(C)c(-c3ccc(Cl)cc3)c2n1	-3	28	0.9	38	1.7	11	21	9	-4
Fc1ccccc1OCCSc1nc2ccccc2o1	.	-17	1.2	8	-0.46	15	-14	.	-6
Cc1ccc(C)c(S(=O)(=O)n2cnc3ccccc32)c1	7	26	1	7	-0.85	16	9	8	-5
COC(=O)C(C(=O)OC)C(C(=O)OC)C(C(=O)OC)C(=O)OC	-1	-32	1.3	22	0.16	12	-32	0	-7
CCOC(=O)C(NC(=O)Nc1ncccn1)(Oc1ccccc1)C(F)(F)F (stereo unspecified)	2	-10	1.3	27	0.39	11	-9	7	2
O=C(NCCc1ccncc1)Nc1ccc(Cl)cc1	5	-8	1.1	8	0.065	-5	-17	-4	-17
Cc1ccc(C(=O)C[n+]2cccc3ccccc32)cc1	.	-3	.	19	0.039	52	-28	.	24
COc1cc(C2c3c(oc4ccccc4c3=O)C(=O)N2c2ccc(C)cn2)ccc1O (stereo unspecified)	14	-46	1.3	5	-0.56	11	-16	12	12
CCOC(=O)Cn1nc(C)n(-c2ccc(C(C)(C)C)cc2)c1=O	.	19	.	-2	1.5	16	-31	.	-6
O=C(COC(=O)COc1ccccc1)Nc1ccccc1OC(F)F	8	3	1.1	-7	-0.77	-2	-26	-6	6
CCOC(=O)C1=C(SCC)c2cc3c(n2C1=O)CCCC3	3	-22	1.1	1	1.7	30*	-16	6[fluorescence artefact?]	-6
COc1ccc(C(=O)Nc2ccc(S(=O)(=O)Nc3onc(C)c3C)cc2)cc1OC	5	-57	1.1	-8	0.36	18	-10	7	-3
Cc1cc(C)n(-c2nc(NC(C)C)nc(NC(C)C)n2)n1	.	-18	1.3	0	0.1	9	-18	.	-12
CCOC(=O)c1nc(Nc2ccccc2)c2ccccc2n1	1	43	0.8	23	-0.0073	3	12	-5	-3
O=C(CSc1nc(C2CCCCC2)n(-c2ccccc2)n1)NCCN1C(=O)CSC1=O	5	-8	1.1	5	2.3	12	-9	7	-1
COc1cc(N2C(=O)c3ccccc3C2=O)c(Cl)cc1C(=O)OCC(=O)NCc1ccco1	7	-45	1.2	16	-0.13	15	-35	10	5
CCOC(=O)c1c(CN2CCCCC2)n(C)c2cc(Br)c(O)c(CN(C)C)c12	8	-6	1.1	7	-0.38	8	6	5	6
Cc1ccc(NC(=O)CN2CCCN(S(=O)(=O)c3ccc(Br)s3)CC2)cc1	-1	8	1	-1	-0.22	.	-12	5	5
CCOC(=O)c1[nH]c(C)c(CN(Cc2ccco2)C(=O)C(F)(F)F)c1C	3	-6	1.2	22	0.3	-21	-3	4	10
CCn1c(SCC(=O)c2ccc(CNC(C)=O)o2)nnc1-c1cccs1	4	-8	1.2	2	0.32	5	-42	7	2
CCOC(=O)c1ccc(N2Cc3ccccc3C2)cc1O	3	18	1.4	2	0.22	-10	-6	2	10
Cc1ccc(C2C(/C=C3/SC(=S)NC3=O)=C(c3cccs3)Oc3ccccc32)cc1 (stereo unspecified)	3	14	1.2	-10	-1.1	-6	5	7	13
CCCOc1ccc2oc(=O)c3c(c2c1)CCCN3C(=O)CN(C)Cc1ccccc1	2	-25	1.1	21	1.1	2	-12	9	-4
CCCc1nccn1S(=O)(=O)c1cc(OC)ccc1OC	-1	6	1.2	-4	-0.3	-1	-15	-1	-8
CC(=O)C1=C(C)NC(SCC(=O)c2cc(Cl)ccc2Cl)=C(C#N)C1c1ccco1 (stereo unspecified)	0	-47	1.2	-3	1.4	-27	-15	6	5

Shown with values under each structure: entries from further up.
Each structure is followed by: Candida biofilm, HUVEC tox IL1B, MT1-MMP txn act, VCAM1 TNFa inh, hDAT+cocaine, cytoskel mod, TNFa cytotox, Smad3 FoxH1 inh, PTPN22 inh 2
Fc1ccccc1OCCSc1nc2ccccc2o1
 : ., -17, 1.2, 8, -0.46, 15, -14, ., -6
Cc1ccc(C)c(S(=O)(=O)n2cnc3ccccc32)c1
 : 7, 26, 1, 7, -0.85, 16, 9, 8, -5
COC(=O)C(C(=O)OC)C(C(=O)OC)C(C(=O)OC)C(=O)OC
 : -1, -32, 1.3, 22, 0.16, 12, -32, 0, -7
CCOC(=O)C(NC(=O)Nc1ncccn1)(Oc1ccccc1)C(F)(F)F (stereo unspecified)
 : 2, -10, 1.3, 27, 0.39, 11, -9, 7, 2
O=C(NCCc1ccncc1)Nc1ccc(Cl)cc1
 : 5, -8, 1.1, 8, 0.065, -5, -17, -4, -17
Cc1ccc(C(=O)C[n+]2cccc3ccccc32)cc1
 : ., -3, ., 19, 0.039, 52, -28, ., 24
COc1cc(C2c3c(oc4ccccc4c3=O)C(=O)N2c2ccc(C)cn2)ccc1O (stereo unspecified)
 : 14, -46, 1.3, 5, -0.56, 11, -16, 12, 12
CCOC(=O)Cn1nc(C)n(-c2ccc(C(C)(C)C)cc2)c1=O
 : ., 19, ., -2, 1.5, 16, -31, ., -6
O=C(COC(=O)COc1ccccc1)Nc1ccccc1OC(F)F
 : 8, 3, 1.1, -7, -0.77, -2, -26, -6, 6
CCOC(=O)C1=C(SCC)c2cc3c(n2C1=O)CCCC3
 : 3, -22, 1.1, 1, 1.7, 30*, -16, 6[fluorescence artefact?], -6

The listing continues:
SMILES	Candida biofilm	HUVEC tox IL1B	MT1-MMP txn act	VCAM1 TNFa inh	hDAT+cocaine	cytoskel mod	TNFa cytotox	Smad3 FoxH1 inh	PTPN22 inh 2
CCNc1cc(N2CCN(S(=O)(=O)c3ccc4c(c3)CCCC4)CC2)ccc1[N+](=O)[O-]	.	8	.	-5	-0.57	17	-8	.	14
Cc1ccc(Cn2nnc3c(=O)[nH]c(C4CCCN(S(=O)(=O)c5ccccc5)C4)nc32)cc1 (stereo unspecified)	1	14	1.3	2	-1.2	-28	7	14	23
O=C(Nc1ccc2c(c1)OCO2)c1ccc(CN2CCOCC2)cc1	5	-54	1.5	22	0.35	-7	-3	-1	4
COC(=O)CSC1=C(C#N)C(c2ccc3c(c2)OCO3)C2=C(CCCC2=O)N1 (stereo unspecified)	4	-5	1.3	0	-0.12	6	-12	-5	-2
CCCn1c(C(C)NC(C)=O)nc2ccccc21 (stereo unspecified)	-3	.	1.2	.	-0.0013	.	.	-1	.
O=C(Nc1ccon1)c1cc2c(s1)CCCC2	-2	-19	0.6	-4	0.64	8	-12	-7	3
COc1cccc(C(=O)Nc2ccc(NC(=O)C(C)C)nc2)c1	-1	16	1	-3	1.3	-11	-4	-2	-8
COC(=O)c1ccccc1NC(=O)CSc1nc2ccccc2c(=O)[nH]1	-4	19	1.3	22	0.083	4	-5	2	6
Cc1ccc(S(=O)(=O)N2CCC(C(N)=O)CC2)c(C)c1C	3	-17	1.1	5	0.37	7	-2	-7	2
Cc1cc(/C=N/n2cnnc2)c(C)n1-c1ccc(Cl)cc1Cl	10	-11	0.9	-1	1.3	21	-14	4	1
